APJ antag: blocks the human apelin receptor APJ; inhibition, % at 20 µM; P35414; AID 2521; 330,000 compounds, 0.32% hits; CHO-K1 APJ beta-arrestin complementation, luminescence;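 active = inhibition above about 40% at 20 µM, limit read from the data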;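 note: cells challenged with 10 nM apelin-13 agonist together with compound; plate controls were apelin-13 plus DMSO wells for no effect and DMSO wells lacking apelin-13 for full effect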
CCR6 antagonist: antagonists of human CCR6 receptor. P51684. CHO-K1 CCR6 PathHunter beta-arrestin, luminescence, CCL20-stimulated. inhibition, % at 20 µM. 340,000 compounds, 0.49% hits. AID 493098;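 active = compounds whose inhibition of the agonist-driven luminescence signal at 20 µM reaches about 50%, limit read from the data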;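 note: cells stimulated with CCL20 at 14 nM final; plate controls were DMSO with CCL20 for no effect and DMSO without agonist for full effect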
Target sequence (P51684 whole entry, looked up): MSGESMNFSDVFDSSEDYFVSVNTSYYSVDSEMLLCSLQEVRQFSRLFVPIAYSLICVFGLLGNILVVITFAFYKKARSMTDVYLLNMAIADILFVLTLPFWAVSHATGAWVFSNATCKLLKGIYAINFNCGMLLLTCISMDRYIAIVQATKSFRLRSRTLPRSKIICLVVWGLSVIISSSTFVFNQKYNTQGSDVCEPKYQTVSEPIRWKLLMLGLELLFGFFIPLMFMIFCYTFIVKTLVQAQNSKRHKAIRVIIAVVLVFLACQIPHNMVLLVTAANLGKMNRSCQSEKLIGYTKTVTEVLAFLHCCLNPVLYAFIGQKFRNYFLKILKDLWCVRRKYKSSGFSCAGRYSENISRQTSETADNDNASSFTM
APJ agonist: agonists of human APJ apelin receptor; AID 2520; 330,000 compounds, 0.11% hits; CHO-K1 APJ PathHunter beta-arrestin, luminescence; 0% DMSO wells, 100% apelin; P35414; activation, % at 20 µM;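 active = activation more than six SD over the plate average, tested at 20 µM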;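 note: 0% = DMSO alone and 100% = apelin-13 at 10 nM; some results filed as inactive read as strong as hits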
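Incubation: overnight seeding, 90 min compound at 25 °C, 1 h detection; test system: PathHunter CHO-K1 APJ (AGTRL-1) beta-arrestin reporter cells; amount: 1000 cells/well; doses: one dose, 20 µM compound, 1% DMSO; measured by: beta-gal luminescence; measure: agonist-driven arrestin binding to APJ; benchmarks: negative DMSO alone, positive Apelin-13 at 10 nM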
CXCR6 block: blocks human CXCR6 beta-arrestin recruitment. 360,000 compounds, 0.36% hits. AID 602244. inhibition, % at 20 µM. CHO-K1 PathHunter CXCR6 beta-arrestin, luminescence. O00574; in the data active = inhibition above about 34%, passing the limit was not always enough;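 note: antagonist mode with CXCL16 agonist at 10 nM final; 0% = 10 nM CXCL16 with DMSO and 100% = unstimulated wells without agonist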
ATG4B inh: inhibitors of human ATG4B cysteine protease; AID 504462; 340,000 compounds, 0.51% hits; inhibition, % at 8.33 µM; ATG4B cleavage of LC3-PLA2, NBD-HPC fluorescence, 1 h; Q9Y4P1; in the data active = inhibition above about 40%
Target sequence (Q9Y4P1 whole entry, looked up): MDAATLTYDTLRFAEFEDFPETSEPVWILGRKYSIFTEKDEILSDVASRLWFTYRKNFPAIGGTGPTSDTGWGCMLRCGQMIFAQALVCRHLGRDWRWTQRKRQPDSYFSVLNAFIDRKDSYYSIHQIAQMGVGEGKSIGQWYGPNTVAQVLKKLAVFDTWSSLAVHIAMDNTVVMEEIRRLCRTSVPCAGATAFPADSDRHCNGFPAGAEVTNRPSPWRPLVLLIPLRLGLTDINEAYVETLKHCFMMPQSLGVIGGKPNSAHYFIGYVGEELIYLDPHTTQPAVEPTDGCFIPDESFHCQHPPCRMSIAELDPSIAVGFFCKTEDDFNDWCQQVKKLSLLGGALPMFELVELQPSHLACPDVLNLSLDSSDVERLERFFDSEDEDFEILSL
Gli-Sufu block: blocks Gli-Sufu signaling in a luciferase reporter. 340,000 compounds, 0.74% hits. inhibition, % at 5 µM. Sufu-KO-LIGHT fibroblasts, Gli luciferase reporter luminescence. AID 588413;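 active = inhibition above about 55%, limit read from the data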;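 note: 0% = DMSO-treated cells and 100% = wells with medium but no cells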
EBI2 antag: antagonists of human EBI2 receptor | EBI2 beta-arrestin recruitment, luminescence, 7a,25-OHC stimulated | inhibition, % at 5 µM | 360,000 compounds, 0.81% hits | AID 651636; in the data active = inhibition above about 38%;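 note: enzyme fragment complementation signal reports receptor beta-arrestin coupling in cells; 0% = agonist plus DMSO wells and 100% = wells without agonist; some results beyond the cut were filed as inactive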
UBC13 inh: inhibitors of human UBC13 polyubiquitin chain formation; 330,000 compounds, 0.47% hits; P61088; inhibition, % at 20 µM; AID 485273; TR-FRET; in the data active = inhibition above about 45%, passing the limit was not always enough
Target sequence (P61088 whole entry, looked up): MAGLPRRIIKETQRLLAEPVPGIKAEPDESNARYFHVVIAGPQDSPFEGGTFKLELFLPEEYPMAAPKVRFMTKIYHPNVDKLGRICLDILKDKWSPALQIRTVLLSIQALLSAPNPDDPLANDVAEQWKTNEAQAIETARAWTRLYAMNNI
* marks the source's active call; other numbers are inactive results; / = no result given. An unsorted share of the library; any-hit rate near 3%.

The opening 5 records as a preview:
SMILES	APJ antag	CCR6 antagonist	APJ agonist	CXCR6 block	ATG4B inh	Gli-Sufu block	EBI2 antag	UBC13 inh
COc1ccccc1OCCNC(=O)CNC(=O)c1ccc2c(c1)OCO2	2.5	-0.9	-3.1	3.9	-0.1	-0.1	0.2	1.2
CCOC(=O)C1CCCN(S(=O)(=O)c2cc(Br)cc3c2N(C(=O)CC)CC3)C1 (centres undefined)	5.0	9.6	-4.5	-4.9	1.4	-14.0	4.4	-1.4
CCN(C1CCS(=O)(=O)C1)S(=O)(=O)c1cc(C)ccc1C (centres undefined)	-57.8	0.5	-3.4	-5.9	3.2	-12.3	0.8	-5.4
Cc1ccc(Oc2ncnc(N)c2[N+](=O)[O-])cc1C	-1.6	-0.3	-1.8	-3.0	5.4	1.4	-11.8	7.0
CC(C)(C)NC(=O)CCc1ncc(C(F)(F)F)cc1Cl	11.7	15.7	-1.8	5.2	-1.6	11.5	-1.6	0.2

All compounds of this part, previewed entries included:
SMILES	APJ antag	CCR6 antagonist	APJ agonist	CXCR6 block	ATG4B inh	Gli-Sufu block	EBI2 antag	UBC13 inh
COc1ccccc1OCCNC(=O)CNC(=O)c1ccc2c(c1)OCO2	2.5	-0.9	-3.1	3.9	-0.1	-0.1	0.2	1.2
CCOC(=O)C1CCCN(S(=O)(=O)c2cc(Br)cc3c2N(C(=O)CC)CC3)C1 (centres undefined)	5.0	9.6	-4.5	-4.9	1.4	-14.0	4.4	-1.4
CCN(C1CCS(=O)(=O)C1)S(=O)(=O)c1cc(C)ccc1C (centres undefined)	-57.8	0.5	-3.4	-5.9	3.2	-12.3	0.8	-5.4
Cc1ccc(Oc2ncnc(N)c2[N+](=O)[O-])cc1C	-1.6	-0.3	-1.8	-3.0	5.4	1.4	-11.8	7.0
CC(C)(C)NC(=O)CCc1ncc(C(F)(F)F)cc1Cl	11.7	15.7	-1.8	5.2	-1.6	11.5	-1.6	0.2
Cc1ccc(NC(=O)COC(=O)C2=NNC(=O)CC2)c(Br)c1	0.6	3.8	-3.1	4.5	3.4	-24.1	-16.0	-3.6
CCOC(=O)CSc1nnc(CCc2nc3ccccc3[nH]2)n1C	18.6	1.2	5.6	0.1	-6.0	4.3	7.5	-1.1
CNC(=S)N1C2CCC1CC(NC(=O)NC13CC4CC(CC(C4)C1)C3)C2 (centres undefined)	3.6	-6.7	3.5	6.0	-4.3	3.3	-11.6	1.5
CC(C)Oc1ccc(S(=O)(=O)N2CCOCC2)cc1NC(=O)c1cccc(S(=O)(=O)N2CCCC2)c1	/	13.1	/	7.8	-13.2	4.9	-1.4	/
O=C(CCN1C(=O)c2ccccc2S1(=O)=O)Nc1ccc(Cl)cc1	-6.4	3.9	-2.0	-20.9	5.2	-13.8	11.3	4.6
Cc1ccccc1CN(C)C(=O)COC(=O)c1ccc2[nH]c(C)c(C)c2c1	-0.5	5.5	-0.8	0.1	21.3	5.7	12.0	2.6
O=c1[nH]c2ccc(S(=O)(=O)N3CCCC3)cc2[nH]1	12.5	4.7	-1.7	-0.8	-10.1	-7.7	-13.2	1.3
O=c1c(Cl)cc(Cl)nn1-c1ccccc1	10.8	1.9	2.8	1.8	5.2	-0.5	-18.5	-8.9
Cc1ccc(S(=O)(=O)N2CCC(C(=O)Nc3ccc(C(C)C)cc3)CC2)cc1	4.8	-2.2	4.6	5.6	-7.8	-1.5	5.6	-6.8
CC1(C)CC(=O)c2cc(NC(=O)c3ccc(F)cc3)c(=O)oc2C1	14.5	1.1	-2.8	12.7	-0.1	-12.4	-9.9	-8.9
Cc1ccc(OCC(=O)NCCO)c(Br)c1	6.6	-2.9	0.0	1.4	-5.6	-0.9	-5.6	19.9
CCOc1cc(NC(=O)c2cccs2)c(OCC)cc1NC(=O)c1ccco1	-47.7	-6.6	1.6	-6.2	-6.3	2.5	3.4	-5.2
CCCCCN(C(=O)CCC(=O)OCC(=O)N(CC)c1ccccc1)c1c(N)n(CCCC)c(=O)[nH]c1=O	8.7	-1.5	12.8	-3.3	-6.8	-0.1	0.8	-3.0
Cc1ccc(Nc2nc3ccccc3n3cnnc23)cc1C	16.0	-1.4	-3.5	-2.7	-9.3	-10.2	-9.5	2.2
CC(=O)NCCCC(=O)NNC1CC(=O)N(c2cccc(Cl)c2)C1=O (centres undefined)	-3.1	-3.7	-0.6	4.3	2.5	18.9	-7.5	-13.7
CCn1c(SCC(=O)Nc2ccc(N3CCOCC3)cc2)nnc1-c1ccc(OC)cc1	0.0	3.4	0.9	-6.9	6.0	-6.6	-0.9	-9.9
Cc1ccc2c(CC(=O)N(C)c3c(N)n(Cc4ccccc4)c(=O)[nH]c3=O)coc2c1	6.1	4.7	0.5	-1.0	3.1	-3.4	1.7	-13.0
O=C(CCc1ccc(S(=O)(=O)N2CCOCC2)cc1)N1CCCC1	-11.0	-10.0	-3.5	-6.6	14.8	0.3	-1.0	1.8
COC(=O)c1cc(OC)c(OC)cc1NC(=O)CCc1ccc(C)o1	12.2	19.8	-2.2	10.7	2.3	-3.1	10.4	-1.3
COc1ccc(CCn2c(SCC(=O)Nc3cc(C)on3)nc3ccsc3c2=O)cc1OC	-10.2	-1.7	6.0	-0.3	2.3	-2.6	13.4	-1.1
Continuation:
SMILES	APJ antag	CCR6 antagonist	APJ agonist	CXCR6 block	ATG4B inh	Gli-Sufu block	EBI2 antag	UBC13 inh
CC1(C)c2ssc(=S)c2-c2ccccc2N1C(=O)CSC1=NCCS1	27.8	35.3	-9.8	20.9	-14.9	11.4	15.8	-13.2
Cc1ccc(C(=O)Cn2nnc3ccccc32)cc1[N+](=O)[O-]	5.9	3.3	1.0	6.2	-0.3	-1.9	-0.8	-4.9
CC1CN(Cc2ccccc2)c2ccccc2NC1=S (centres undefined)	28.5	40.4	-0.8	13.5	11.0	11.2	8.9	8.9
CSc1nc(N)n2nc(C(C)(C)C)cc2n1	14.1	4.9	-2.0	0.3	-7.9	0.8	-11.8	-1.3
O=S(=O)(Nc1ccc(-n2cccc2)cc1)c1ccc(Cl)cc1Cl	16.2	8.7	-6.5	-9.4	-29.5	4.2	5.9	0.6
Cc1ccn2c(c1)nc(=S)n2C(=O)c1ccccc1	-13.8	-2.4	-1.5	-2.7	-1.8	-48.4	-7.9	2.7
CCN(C(=O)Cn1c(Cl)nc2c1c(=O)n(C)c(=O)n2C)C1CCCCC1	-18.0	-7.4	-2.2	0.3	-0.3	-0.7	-7.4	1.9
COc1cc(SC)ccc1C(=O)Nc1cccc(S(=O)(=O)NC2=NCCCCC2)c1	12.6	-0.9	-0.6	-19.4	-5.0	11.4	-4.1	7.2
CCC(=O)N(C)CCc1cc2c(c(OC)c1/C=N/NC(=O)c1ccccc1O)OCO2	23.1	6.3	-1.8	-5.3	11.4	-0.3	-1.6	-2.5
COc1ccc(OC)c(CCNC(=O)CCn2ccc3cc(S(=O)(=O)N4CCCC4)ccc32)c1	-20.5	19.2	-2.5	-3.3	-0.1	-1.6	-6.3	3.1
CCCn1c2c(c(O)c(C(=O)Nc3nc4ccccc4s3)c1=O)CCCC2	-1.3	-3.4	-3.6	-13.0	4.1	-12.5	-11.4	-2.2
CCc1ccc(Nc2ncc3c(n2)CC(C)(C)CC3=O)cc1	10.6	16.5	-3.8	5.4	-5.6	-85.5	12.4	1.6
CC1(c2ccccc2)NC(=O)N(CC(=O)Nc2ccc3c(c2)CCC3)C1=O (centres undefined)	6.1	1.5	-1.1	-3.0	-1.9	-2.4	0.2	7.3
O=C1c2ccccc2[C@@H]2C[C@@H](O)[C@H](Nc3cccc(Cl)n3)CCN12	/	19.6	/	-6.7	-11.0	-0.5	-5.2	/
Cc1onc(-c2ccccc2Cl)c1C(=O)NCc1nnnn1-c1ccc(F)cc1	5.7	3.5	0.1	5.4	-0.7	-3.9	1.1	0.7
CCC(C)NC(=O)c1cn(CC)c2ccc(S(=O)(=O)N3CCCCCC3)cc2c1=O (centres undefined)	0.7	25.2	-2.6	-0.2	-3.6	-16.9	1.8	-6.4
C=CCNc1nc(-c2ccc(OC)cc2OC)cs1	23.3	9.6	-7.6	11.6	-8.7	-109.7	5.2	7.4
O=C(CC(NC(=O)OCc1ccccc1)C(=O)OCc1ccccc1)OCc1ccccc1 (centres undefined)	/	-4.3	/	-13.6	2.9	8.3	3.6	/
Cc1ccccc1NC(=S)Nc1ccc2[nH]c(=O)[nH]c2c1	3.0	-3.7	-2.7	2.6	-10.5	10.2	2.7	-1.9
O=C(CCC(=O)c1ccc(Oc2ccccc2)cc1)Nc1cccc(Cl)c1	4.2	-20.7	-1.6	0.2	2.8	-0.1	-14.5	5.5
CC(C)N(CC(=O)Nc1ccc(Cl)cc1C(F)(F)F)C(=O)CCl	15.0	18.7	0.4	-3.8	-0.7	-6.7	-0.8	4.8
Cc1cc(C)c2ccc(NN)nc2c1O	-0.9	43.5	-6.2	24.6	-10.2	5.7	7.7	4.0
CC(C)n1nnnc1SCC(=O)NCCc1ccccc1	1.4	-2.1	-2.7	-1.2	-6.5	-15.6	-21.9	7.0
O=C1CN(C(=O)COC(=O)c2oc3ccccc3c2COc2ccccc2)c2ccccc2N1	4.1	11.9	-0.2	9.6	-5.0	5.1	1.3	-7.2
Cc1cc(C)n(C2CCCCC2OC(=O)CCc2ccccc2)n1 (centres undefined)	-2.5	14.3	-4.3	2.0	4.7	-1.8	-7.9	3.8
Additional compounds
SMILES	APJ antag	CCR6 antagonist	APJ agonist	CXCR6 block	ATG4B inh	Gli-Sufu block	EBI2 antag	UBC13 inh
O=C(NCc1ccccc1)C(c1ccccc1F)N(CC1CCCO1)C(=O)c1ccccn1 (centres undefined)	7.3	4.5	-5.0	2.3	1.5	10.6	-5.3	-3.3
CC(C)CN(CC(C)C)C(=O)c1cc2c(=O)n3ccccc3nc2s1	-2.9	2.8	0.9	5.5	1.4	-10.1	8.5	9.4
COc1cccc(-c2nc(CS(=O)(=O)CC(=O)NCc3ccccc3)c(C)o2)c1	-3.3	7.0	0.6	-1.2	16.2	1.6	-1.2	2.6
N#Cc1c(NC(=O)CSc2nnnn2C2CCCC2)sc2c1CCCC2	17.4	1.3	-2.6	-3.5	-11.8	6.3	0.5	2.1
Cn1c(N)c(C(=O)COC(=O)c2cccc(S(=O)(=O)NCc3ccccc3)c2)c(=O)n(C)c1=O	8.4	8.9	-3.0	2.0	-29.9	-3.6	0.1	11.0
COCCCn1c(=O)c2sccc2n(Cc2ccccc2)c1=O	8.9	0.3	0.5	1.5	11.0	0.2	0.4	9.8
O=C(COc1ccc2ccccc2c1)N1CCN(c2ccccc2)CC1	7.2	14.2	-4.1	13.1	6.4	-2.0	50.1*	4.3
CC1(C)CC(=O)c2sc(NC(=O)C(C)(C)C)nc2C1	20.0	1.4	-4.7	-1.3	-4.3	-47.1	-13.9	11.3
Cc1ccc2c(c1)cc(CN(Cc1ccc3c(c1)OCO3)C(=O)c1ccccc1)c1nnnn12	6.0	9.6	2.1	6.9	-2.6	16.8	16.4	5.7
COc1cc(C(CC(=O)Nc2cc(C)ccn2)N2Cc3ccccc3C2=O)cc(OC)c1OC (centres undefined)	16.2	11.3	0.2	-11.6	2.0	-1.1	-0.9	2.8
COc1cc(CCC(=O)Nc2ncc(C)s2)cc(OC)c1OC	-0.1	5.9	0.9	4.7	-2.2	9.2	3.4	6.5
CCCNC(=O)c1nnsc1S(=O)(=O)c1ccc(Cl)cc1	23.2	74.0*	-3.4	64.9*	3.3	3.9	11.7	3.1
O=C(COC(=O)c1c2c(nc3ccccc13)/C(=C/c1ccco1)CC2)NC1CCCC1	/	21.5	/	-0.9	0.4	1.4	-4.0	/
O=C(COC(=O)CCC1CCCC1)Nc1nc2c(F)c(F)c(F)cc2s1	1.5	8.6	-3.7	-0.4	-7.7	6.4	-3.5	8.0
CCN(CC)S(=O)(=O)c1ccc(N2CCN(C)CC2)c(NC(=O)COc2ccc(F)cc2Cl)c1	-58.3	23.9	-6.3	10.9	38.8	23.7	7.1	2.8
O=C(Cc1ccc(Cl)cc1)NNC(=S)NC(=O)c1cccs1	22.1	19.1	-4.2	-5.6	-7.3	-2.6	-2.5	-10.8

Bioassay records (PubChem BioAssay)
